Bioassay records from PubChem.
procasp3 activ – activates human procaspase-3 | P42574 | recombinant procaspase-3 D3A, Ac-DEVD-pNA absorbance 405 nm | activation, % at 8.5 µM | actives 0.11% (n = 330,000) | AID 463141;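 active = activation above the mean of all tested compounds plus 3 SD, cut at about 21% in these data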;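 note: 0% = DMSO alone and 100% = DMSO wells spiked with extra 5 µM PC-3 D3A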
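assay system = Procaspase-3 D3A mutant | signal = absorbance at 405 nm, 0 and 120 min | times = 1 h preincubation plus 2 h reaction at 25 °C | repeats = single replicate | read-out = % activation between DMSO and enzyme-spiked controls | medium = Zinc-free HEPES saline buffer with Triton X-100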
PP5 inh – inhibitors of human protein phosphatase 5 (PP5); purified PP5c, OMFP substrate fluorescence; inhibition, % at 6.7 µM; AID 1987; actives 0.18% (n = 320,000);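 active = inhibition above the campaign's mean inhibition across all tested compounds plus 3 SD, cut at about 9.5% in these data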;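 note: 0% = DMSO only and 100% = 100 µM cantharidin control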
Target sequence (P53041 whole entry, looked up): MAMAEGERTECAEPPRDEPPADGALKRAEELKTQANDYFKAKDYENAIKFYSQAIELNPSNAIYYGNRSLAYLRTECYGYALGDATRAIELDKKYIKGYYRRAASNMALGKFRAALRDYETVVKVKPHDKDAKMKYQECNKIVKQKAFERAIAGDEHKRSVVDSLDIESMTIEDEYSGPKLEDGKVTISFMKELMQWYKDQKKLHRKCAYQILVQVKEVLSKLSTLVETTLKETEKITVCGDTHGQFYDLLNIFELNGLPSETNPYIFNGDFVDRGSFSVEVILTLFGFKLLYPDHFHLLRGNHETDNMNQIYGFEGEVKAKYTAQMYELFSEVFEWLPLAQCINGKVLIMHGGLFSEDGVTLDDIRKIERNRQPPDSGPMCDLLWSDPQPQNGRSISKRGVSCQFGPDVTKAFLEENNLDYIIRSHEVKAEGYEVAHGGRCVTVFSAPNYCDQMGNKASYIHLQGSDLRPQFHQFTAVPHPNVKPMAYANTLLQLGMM
core dimer inh – HCV core protein dimerization inhibition; TR-FRET GST/Flag-core106 dimerization, 1536-well; inhibition, % at 5 µM; actives 0.33% (n = 300,000);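 active = inhibition above the mean of all tested compounds plus 3 SD, set per screening campaign, cut at about 45% in these data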
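Material: Tagged HCV core106 pair (GST and Flag) | Amount: GST-core106 13.5 nM, Flag-core106 17 nM | Medium: KF-containing HEPES buffer, pH 7.45, DTT, CHAPS, BSA | Reagent: Eu donor and XL665 acceptor anti-tag antibodies | Schedule: 4 h at 22.5 °C | Technique: Time-resolved FRET, ex 340 nm, em 617 and 671 nm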
Fh CTSL1 inh – blocks F. hepatica cathepsin L1 in PFM18AAP counter-screen | inhibition, % at 5.96 µM | AID 1906 | recombinant F. hepatica cathepsin L1, Z-Leu-Arg-MCA fluorescence | actives 0.49% (n = 300,000);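 active = inhibition above the mean of all tested compounds plus 3 SD, set per screening campaign, cut at about 17% in these data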;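 note: 0% = plate median of test compound wells and 100% = 1 µM Z-Phe-Ala-diazomethylketone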
Efflux pump inh – inhibitors of Candida antifungal efflux pumps expressed in yeast | S. cerevisiae Candida pump triplex, Nile Red efflux | inhibition, % at 10 µM | actives 0.44% (n = 330,000);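 active = plate passing quality check with inhibition over a set limit, or well fluorescence over plate mean plus 4 SD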;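 note: Nile Red retained in pooled yeast measured as flow cytometry median fluorescence; 0% = buffer negative control and 100% = Enniatin B positive control; higher means more Nile Red kept so more efflux inhibition; some compounds called inactive have numbers as strong as hits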
TPT1 inhibitor – C. albicans TPT1 enzyme inhibition. recombinant caTPT1, FP RNA substrate dephosphorylation. inhibition, % at 5 µM. AID 1962. actives 0.81% (n = 300,000);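 active = inhibition above the mean of all tested compounds plus 3 SD, set per screening campaign, cut at about 24% in these data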;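 note: plate controls were DMSO alone for no effect and ferristatin control at 100 nM for full effect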
procasp7 counter – counter-screen: procaspase-7 (human) activation; actives 0.093% (n = 330,000); activation, % at 8.5 µM; recombinant procaspase-7, Ac-DEVD-pNA absorbance 405 nm; D23A/D198A/D206A triple mutant, cannot self-cleave; scale: DMSO 0, 5 µM enzyme 100;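 active = percent activation above the screen-wide mean plus 3 SD, cut at about 25% in these data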
Target sequence (P55210 whole entry D23A/D198A/D206A): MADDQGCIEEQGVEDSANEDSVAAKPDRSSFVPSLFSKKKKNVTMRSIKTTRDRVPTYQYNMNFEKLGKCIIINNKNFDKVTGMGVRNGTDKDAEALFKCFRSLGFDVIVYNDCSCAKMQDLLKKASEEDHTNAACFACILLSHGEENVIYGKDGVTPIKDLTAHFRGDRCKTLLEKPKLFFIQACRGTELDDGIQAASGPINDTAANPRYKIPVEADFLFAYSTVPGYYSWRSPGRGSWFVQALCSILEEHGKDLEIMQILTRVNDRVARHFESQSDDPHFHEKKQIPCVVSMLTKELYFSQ
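System: Uncleavable procaspase-7 mutant enzyme; Amount: 2 µM procaspase-7 mutant as dispensed; Schedule: 1 h compound preincubation, 2 h substrate cleavage, 25 °C; Measured by: 405 nm absorbance of p-nitroaniline; Evaluation: percent activation from buffer-corrected 0–120 min absorbance change; Control set: low DMSO alone, high DMSO plus 5 µM PC-7.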
PP1 inh – blocks human PP1-alpha phosphatase, a PP5 counter-screen; inhibition, % at 6.7 µM; P62136; purified PP1alpha, OMFP fluorescence; AID 2235; actives 0.9% (n = 320,000);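 active = inhibition above the mean inhibition of all tested compounds plus 3 SD, computed separately for each screening campaign, cut at about 15% in these data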
GASC-1 inh – inhibitors of human GASC-1 (JMJD2C) demethylase; GST-JMJD2C(1-420) H3K9me3 demethylation, DELFIA europium; actives 0.069% (n = 330,000); inhibition, % at 2.35 µM; AID 2099; Q9H3R0;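 active = more than half of a compound's replicate wells show inhibition beyond 50%, single wells judged on their own value; inconclusive = some, but no more than half, of replicates pass 50% inhibition; inactive = no replicate passes 50% inhibition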;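 note: signal counts dimethyl H3K9 product captured on neutravidin plate; 0% = median of DMSO wells and 100% = 0.3 times that DMSO median; strong numbers were not always called active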
* = called active by the depositor; i = inactive; ? = inconclusive; nt = no result given.

Fields: procasp3 activ	PP5 inh	core dimer inh	Fh CTSL1 inh	Efflux pump inh	TPT1 inhibitor	procasp7 counter	PP1 inh	GASC-1 inh
[1] COc1cccc(C(=O)NC(Cc2ccccc2)c2ccc3c(c2)OCCCO3)c1 (configuration not stated)
→ 3	3.3	3	1	0.0	2	12	9	?
[2] CC(C)C(=O)Nc1ncc(Cc2ccccc2Cl)s1
→ 5	0.2	-4	0	-0.1	-1	4	1	-2
[3] CN1C(=O)C(O)(c2sc(N)nc2-c2ccccc2)c2ccccc21 (configuration not stated)
→ -3	1.6	-5	0	0.0	-5	-3	-3	6
[4] CC(C)Oc1ccccc1/C=N/NC(=O)c1ccccc1Cl
→ 6	-0.2	-20	-2	0.2	-2	8	-5	11
[5] O=C(c1ccc(NS(=O)(=O)c2cccc3cccnc23)cc1)N1CCCCC1
→ 1	-1.9	1	-10	0.0	0	7	-5	0
[6] CCOc1ccc(S(=O)(=O)NCCSc2ccccc2)cc1
→ -4	6.9	-1	-1	0.1	-1	7	0	4
[7] COC(=O)C1C(=O)N2CCCSC2=C(C#N)C1c1cccs1 (configuration not stated)
→ 14	1.5	-6	0	0.1	-1	2	-2	-2
[8] NC(=O)C1CCN(C(=O)C2CCC(=O)N(CC3CCCCC3)C2)CC1 (configuration not stated)
→ 6	-1.3	-4	0	0.0	-4	-1	-5	6
[9] COc1ccc(Cl)cc1NC(=O)CCCN1C(=O)CCC1=O
→ 2	-1.7	1	-2	-0.3	-1	-6	-4	-3
[10] O=C(O)CCCNS(=O)(=O)c1ccc2c(c1)OCCCO2
→ -1	0.6	3	-1	-0.2	-1	-6	-3	-1
[11] Cc1onc(-c2ccccc2)c1C(=O)Nc1nc2c(s1)C(=O)CC(C)(C)C2
→ -3	-5.4	-1	4	-0.1	-1	5	3	-8
[12] CC(CCc1ccccc1)NC(=O)COC(=O)c1cc(NS(=O)(=O)c2ccc(Cl)c([N+](=O)[O-])c2)ccc1O (configuration not stated)
→ 3	2.7	6	-3	0.1	4	12	9	5
[13] CCOc1ccc(C(CC(=O)O)NC(=O)c2ccco2)cc1OC (configuration not stated)
→ 6	1.6	-4	-2	0.1	-2	-4	2	1
[14] CC(CN1CCCC1)OC(=O)COc1ccccc1 (configuration not stated)
→ 2	1.3	-7	-5	0.1	0	2	-1	50*
[15] CC(C)CC(=O)Nc1ccc(-c2cn3ccsc3n2)cc1
→ -17	2.4	-4	-3	0.3	2	1	-2	1
[16] COc1ccc(C(=O)Oc2c(CN3CCOCC3)cc(Cl)c3cccnc23)cc1
→ 1	2.1	5	1	-0.1	1	5	-4	3
[17] CCN(CC)S(=O)(=O)c1ccc(NC(=O)c2ccc(CN3CCOCC3)cc2)cc1
→ 5	1.6	4	-7	0.0	0	4	-2	-1
[18] O=C(Nc1ccncc1)c1cc(-c2cccc(Br)c2)nc2ccccc12
→ -7	6.2	5	3	0.3	-5	6	14	21
[19] COc1ccccc1Nc1nc(N)nc(CN2CCC(C)CC2)n1
→ 7	2.8	0	4	0.0	1	-4	-4	2
[20] O=C1CC(Sc2nnnn2-c2ccccc2)C(=O)N1c1cccc(Cl)c1 (configuration not stated)
→ -25	-1.4	-2	2	-0.3	-3	-39	-1	23

Following part
Fields: procasp3 activ	PP5 inh	core dimer inh	Fh CTSL1 inh	Efflux pump inh	TPT1 inhibitor	procasp7 counter	PP1 inh	GASC-1 inh
[21] CCOC(=O)c1c(NC(=O)/C=C\C(=O)O)sc(C)c1-c1ccccc1
→ -6	-2.1	12	-1	-0.1	-4	-5	3	6
[22] CCCCOc1ccc(C(=O)Nc2cccc(-n3cnnn3)c2)cc1OC
→ 8	0.3	14	-1	0.1	-1	2	-3	1
[23] COc1cc(S(=O)(=O)NC2CCCCC2C)ccc1F (configuration not stated)
→ -2	0.3	1	-2	-0.1	2	2	-7	-7
[24] O=C(COC(=O)c1ccc2c(c1Cl)C(=O)c1ccccc1C2=O)NC1CCCCC1
→ 11	2.9	29	1	0.1	-1	-1	3	i
[25] CN(C)S(=O)(=O)c1ccc(Cl)c(NC(=O)CN2C(=O)NC3(CCCC3)C2=O)c1
→ 9	0.6	3	-1	0.1	-2	-2	-1	1
[26] CCN(CC)/C(=N\S(=O)(=O)c1ccc(F)cc1)c1ccccc1
→ 9	-0.1	1	-1	-0.1	-2	3	-1	-2
[27] Cc1cccc(C)c1OCCn1nnc2ccccc21
→ -7	3.7	13	0	0.1	1	2	-2	-23
[28] CC(=O)Nc1ccc(NC(=O)c2ccc3c(c2)C(=O)N(c2ccccc2C)C3=O)cc1
→ 1	0.7	-3	3	0.1	-3	10	1	-5
[29] COc1ccc(Oc2ccc(C(F)(F)F)cc2NC(=O)c2ccc(OC)cc2)cc1
→ -70	3.0	3	-2	0.1	2	7	-8	-8
[30] Cc1ccc(C(=O)N=c2sccn2C)cc1C
→ -1	0.4	4	0	-0.2	-2	5	0	-2
[31] CCOc1ccc(NS(=O)(=O)c2ccc(NC(=O)[C@@H]3CCCC[C@@H]3C(=O)O)cc2)cc1
→ 1	-0.6	4	-2	0.0	0	11	1	-5
[32] CCCCn1c(N)c(Sc2ccc(Cl)cc2)c(=O)[nH]c1=O
→ -2	-2.4	-1	-1	0.1	0	-8	-2	11
[33] Cn1c(SCC(=O)Nc2ccccc2F)nnc1C1CCCCC1
→ -10	2.3	1	-4	-0.2	2	-3	-1	5
[34] O=C(CSCc1ccc(Cl)cc1)Nc1cc([N+](=O)[O-])ccc1O
→ -7	2.4	-5	1	0.7	-4	-2	1	-2
[35] O=C(NCc1cccc(Cl)c1)c1ccc2c(c1)OCO2
→ -3	-1.5	0	1	0.1	1	11	-3	42
[36] O=C(CCSCc1ccccc1Cl)N1CCN(c2cccc(Cl)c2)CC1
→ 1	1.4	-6	-2	0.0	-2	-11	0	-11
[37] COc1ccccc1C(=O)Nc1nsc(-c2ccccc2)n1
→ 6	0.5	5	1	-0.1	-2	6	-1	-4
[38] COc1ccc(/C=N/NC(=O)c2nn(C)cc2Br)cc1CSCc1ccco1
→ 4	2.2	16	5	-0.1	2	-5	-2	-11
[39] CCC1(c2ccccc2)NC(=O)N(CC(=O)NNC(=O)COc2ccc(Cl)cc2C)C1=O (configuration not stated)
→ -5	1.5	nt	nt	-0.2	nt	-2	0	6
[40] COc1ccc(C(CNC(=O)c2cccc(S(=O)(=O)Nc3ccc(C)cc3)c2)N2CCOCC2)cc1 (configuration not stated)
→ 5	-3.3	0	2	-0.1	3	16	-5	8

Following part.
Fields: procasp3 activ	PP5 inh	core dimer inh	Fh CTSL1 inh	Efflux pump inh	TPT1 inhibitor	procasp7 counter	PP1 inh	GASC-1 inh
[41] Cc1ccccc1C(=O)NC(CC(C)C)C(=O)OCC(=O)c1c(N)n(C)c(=O)n(C)c1=O (configuration not stated)
→ 8	1.1	0	15	0.0	0	6	-1	0
[42] COC(=O)c1[nH]c2ccc(Cl)cc2c1NC(=O)Oc1ccccc1
→ -4	1.8	-16	-2	0.1	-1	-15	-1	9
[43] Cc1ccc(S(=O)(=O)NC(CCc2ccccc2)CC(=O)C(C)(C)C)cc1 (configuration not stated)
→ 12	5.1	-7	12	-0.1	0	0	6	2
[44] COc1ccc2[nH]c(C(=O)O)c(CCNC(C)=O)c2c1
→ -1	2.6	1	-2	0.0	1	-4	-4	-2
[45] O=C(CCC(=O)NNC(=O)c1ccccc1[N+](=O)[O-])NCc1ccccc1
→ 3	2.8	2	-4	0.1	5	2	-3	24
[46] COc1ccc(NS(=O)(=O)Cc2ccccc2)cc1OC
→ 2	2.3	4	4	0.2	-2	-4	-5	3
[47] CCC(c1ccc(O)cc1)C(CC)c1ccc(O)cc1 (configuration not stated)
→ 1	2.1	2	2	-0.1	-1	0	0	nt
[48] O=C(COC(=O)c1ccc(S(=O)(=O)Nc2ccccc2)cc1)NCC1CCCO1 (configuration not stated)
→ -2	-0.7	1	-1	0.1	4	2	-3	-14
[49] COc1ccc(Cn2nnnc2C(c2ccc3ncccc3c2)N2CCN(C3CCCCC3)CC2)cc1 (configuration not stated)
→ 0	2.6	-3	1	-0.1	2	2	-3	25
[50] COCCn1ccc(O)c(Cc2ccc(Cl)cc2)c1=O
→ 2	0.9	-4	-1	0.1	-2	9	0	-19
[51] COC(=O)c1cc(Cl)c(NC(=O)C(C)C)cc1OC
→ 0	2.2	2	-4	0.0	0	3	0	-2
[52] CCC(C(=O)N1CC2(C)CC1CC(C)(C)C2)N1C(=O)c2ccccc2C1=O (configuration not stated)
→ 1	2.0	-2	5	0.1	-3	9	3	1
[53] Cc1ccc(Nc2nc3nonc3[nH]c2=O)cc1Cl
→ 5	0.8	5	1	-0.1	0	3	8	-5
[54] COc1ccc(S(=O)(=O)N(CC(=O)NCc2ccncc2)c2cc(C)cc(C)c2)cc1OC
→ 10	-0.5	5	-4	-0.1	0	5	-4	-2
[55] Nc1c(N(CCCO)C(=O)C2CCCCC2)c(=O)[nH]c(=O)n1Cc1ccccc1
→ 6	nt	nt	nt	-0.1	nt	4	nt	-4
[56] COc1ccccc1N1CCN(C(=O)c2ccc(Cn3c(=O)[nH]c4ccsc4c3=O)cc2)CC1
→ 0	0.8	2	1	0.1	-1	2	-3	0
[57] CC(=O)NS(=O)(=O)c1ccc(NC(=O)c2ccccc2F)cc1
→ -8	2.2	-4	2	0.0	0	-5	0	-4
[58] O=C(CSc1nnc(Cc2cc(=O)[nH]c(=O)[nH]2)n1-c1ccccc1)N1CCCCC1
→ -8	-0.1	-4	-3	0.0	1	-1	0	-5
[59] CCOc1cc(NC(=S)NCCCN(C)C)c(OCC)cc1NC(=O)C1CC1
→ -2	1.4	-3	0	0.0	-2	5	5	0
[60] Cn1cnnc1SCc1ccc(C(=O)O)cc1
→ 7	0.8	-1	0	0.0	3	7	-2	-4
